Cneo AK release: Cryptococcus neoformans lysis via adenylate kinase release | lysis activity, % at 15 µM | C. neoformans lysis, adenylate kinase release luminescence, 4 h; normalised: neutral wells 0, clomiphene wells 100 | AID 651654 | hit rate 0.2% among 360,000;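 active = mean lysis activity across replicates of at least 80%, whatever share of replicates individually reach that level; inactive = mean lysis activity below 80%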
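Test system: log-phase Cryptococcus neoformans yeast cells; Quantity: yeast cell density of 5 × 10^6 cells/mL; Buffer or medium: YPD; Doses: single compound concentration per well; Timing: 4 h at 37 °C static, read 1 h later; Measured by: AK luminescence; Read-out basis: lysis from increased AK signal; Control set: Clomiphene as positive control.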
Statin myotox sup: suppression of simvastatin myotoxicity | C2C12 myotubes + simvastatin, ATP luminescence, 48 h; scaled: DMSO 0, geranylgeraniol control 100 | rescue of ATP level, % at 7.49 µM | hit rate 0.78% among 330,000;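 active = mean ATP rescue above about 67%, or every replicate alone reaching that limit, limit read from the data, passing the limit was not always enough; inconclusive = no clear call, values can overlap the other calls; inactive = mean under the limit and some replicate under it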;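 also: myotubes were challenged with 10 µM simvastatin during compound exposure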
miR-122 sensor: inhibitors of miR-122 in Huh7 cells. Huh7 miR-122 Renilla luciferase sensor, 48 h; neutral wells = 0, positive control = 100. activation (reporter increase), % at 12.5 µM. hit rate 0.3% among 340,000;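 active = mean replicate activation score at least 90 and every replicate individually at or above 90; inconclusive = only one of the two criteria met; inactive = neither criterion met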;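 also: higher luciferase means less miR-122 activity so hits act as miR-122 inhibitors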
ERp5 inh: blocks human ERp5 reductase activity on insulin; ERp5 insulin aggregation, absorbance 650 nm, 90 min; hit rate 0.05% among 350,000; inhibition, % at 9.99 µM; Q15084;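 active = mean replicate inhibition above about 25%, with every replicate also reaching it, limit read from the data, passing the limit was not always enough; inconclusive = only one of those two criteria met; inactive = neither criterion met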
Target sequence (Q15084 whole entry, looked up): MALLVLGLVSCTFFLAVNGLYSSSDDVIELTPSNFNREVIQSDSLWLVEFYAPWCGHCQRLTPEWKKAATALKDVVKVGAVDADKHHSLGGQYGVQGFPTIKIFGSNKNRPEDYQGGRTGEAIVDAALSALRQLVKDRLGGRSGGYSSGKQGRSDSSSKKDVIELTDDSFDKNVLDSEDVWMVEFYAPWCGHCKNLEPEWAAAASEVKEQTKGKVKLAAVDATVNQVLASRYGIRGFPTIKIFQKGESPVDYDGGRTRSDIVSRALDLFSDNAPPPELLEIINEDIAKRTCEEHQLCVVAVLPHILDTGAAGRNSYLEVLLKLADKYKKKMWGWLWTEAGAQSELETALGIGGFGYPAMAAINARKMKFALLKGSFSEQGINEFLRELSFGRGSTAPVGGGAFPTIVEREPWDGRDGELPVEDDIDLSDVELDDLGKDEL
ARNT TACC3 PPI: disruptors of human ARNT/TACC3 interaction; AlphaScreen His-ARNT PAS-B/GST-TACC3 binding, luminescence; TACC3 fragment carries E629A point mutation; inhibition, % at 9.99 µM; hit rate 0.66% among 390,000; AID 623870;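 active = mean inhibition of replicates at least 50% and at least half of replicates each reaching 50%; inconclusive = half or more replicates reach 50% but mean below 50%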;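 also: 0% = complete ARNT plus TACC3 wells and 100% = ARNT alone without TACC3; many hits fall short of the cut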
esBAF inh: SWI/SNF esBAF complex inhibition; mouse ES cells, Bmi1-luciferase knock-in reporter, 24 h; 100% = twice the neutral-well signal; reporter increase, % at 12.5 µM; hit rate 2% among 350,000; in the data active = activation above about 40%; inconclusive = no clear call, values can overlap the other calls;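 also: 0% = median of the plate's neutral control wells and 100% = double that signal; a rise in the Bmi1 reporter signal indicates esBAF inhibition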
SIRT5 block: blocks human SIRT5 desuccinylation of peptide | inhibition, % at 15 µM | Purified SirT5, succinyl-peptide AMC, trypsin-coupled fluorescence | Q9NXA8 | hit rate 1.1% among 330,000; in the data active = inhibition above about 15%; inconclusive = no clear call, values can overlap the other calls
Target sequence (Q9NXA8 whole entry, looked up): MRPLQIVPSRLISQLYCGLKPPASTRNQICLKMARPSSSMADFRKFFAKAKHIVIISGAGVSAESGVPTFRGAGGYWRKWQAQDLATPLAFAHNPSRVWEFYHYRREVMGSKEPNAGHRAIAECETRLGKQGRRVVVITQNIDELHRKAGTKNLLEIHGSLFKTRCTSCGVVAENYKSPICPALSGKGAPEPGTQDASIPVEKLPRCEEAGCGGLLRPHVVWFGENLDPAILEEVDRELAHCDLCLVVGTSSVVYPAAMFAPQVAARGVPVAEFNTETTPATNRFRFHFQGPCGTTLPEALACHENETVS
* = called active by the depositor; ? = inconclusive; · = no result given; & = joins results of further samples; [ ] = remark or other dose. Random draw from the library; any-hit rate near 4%.

SMILES	Cneo AK release	Statin myotox sup	miR-122 sensor	ERp5 inh	ARNT TACC3 PPI	esBAF inh	SIRT5 block
O=C(COC(=O)c1cnccn1)c1ccc(OC(=O)c2ccccc2)cc1	2	5	1	·	-2	-1	·
CN1c2ccc(Br)cc2[C@H]2[C@H](CCN2C(=O)C2CCCCC2)[C@H]1CO	0	16	10[16.7 µM]	3	-9	1	1
CCOC(=O)C1=CN(CC2CCCO2)C=C(C(=O)OCC)C1c1ccccc1C(F)(F)F (stereo unspecified)	-1	·	·	2	-6	·	1
Cc1ccc(C(=O)COC(=O)COc2ccccc2O)cc1C	-1	1	-14	-3	-3	-8	-4
CC(C)N(C(=O)COC(=O)CNS(=O)(=O)c1ccccc1F)c1ccccc1	·	·	·	-2	-9	·	-3
c1ccc(CN2OCC3Cn4c(nc5ccccc54)C32)cc1 (stereo unspecified)	0	0	-4	1	-18	-6	1
CC(=O)N1[C@H](CO)[C@H](c2ccccc2)[C@@H]1CN(C(=O)c1cccc(F)c1)C(C)C	7	-4	0[16.7 µM]	-4	-10	1	6
Cn1c(=O)c(C(=O)c2ccccc2)nc2ccccc21	7	5	2	·	1	1	·
C[C@@H]1CN([C@H](C)CO)S(=O)(=O)c2ccc(C#CCN(C)C)cc2O[C@H]1CN(C)Cc1ccccn1	0	-40	-2[16.7 µM]	-4	-2	1	10
C/C=C/c1ccc2c(c1)O[C@H](CN(C)C(=O)Cc1cccnc1)[C@@H](C)CN([C@@H](C)CO)S2(=O)=O	1	11	-21[16.7 µM]	-5	1	2	2
COc1cccc(S(=O)(=O)N(C)C[C@H]2OCc3cnnn3CCCC(=O)N([C@H](C)CO)C[C@@H]2C)c1	-1&39	10&7&2	4	7&-3	-1	0&-1&3	-4&6
O=C1c2cccnc2C(O)N1Cc1cccs1 (stereo unspecified)	-1	-1	-5	·	-2	-1	·
CCOC(=O)/C(=N\Nc1cc(Cl)ccc1Cl)N1CCOCC1	·	·	·	-14	-6	·	-3
COc1ccc(OC)c(N(CC(N)=O)S(=O)(=O)c2ccc(OC)c(OC)c2)c1	-1	-3	6	·	-4	2	·
CNC[C@@H]1OCCCC[C@H](C)Oc2ccc(NS(=O)(=O)c3ccccc3)cc2C(=O)N([C@@H](C)CO)C[C@@H]1C	0	-14	0[16.7 µM]	4	-4	0	1
CCCNC(=O)N(C)C[C@@H]1Oc2ncc(Br)cc2C(=O)N([C@@H](C)CO)C[C@H]1C	0	0	-16[16.7 µM]	4	1	-5	-4
CCOc1ccc(C(C)=O)cc1COc1ccc(-c2nnco2)cc1	1	-5	·	6	1	-1	0
Cc1cccc(C)c1N1CCN(C(=O)Cn2cncn2)CC1	1	2	-5	1	-2	-4	2
C[C@@H]1CN([C@H](C)CO)C(=O)c2cc(C#CCc3ccccc3)cnc2O[C@H]1CN(C)CC1CCCC1	8	-220	-27[16.7 µM]	-7	7	-16	1
O=C(NC1CCCCCCC1)c1c(O)c2ccccc2[nH]c1=O	-1	7	1	·	-1	91*	·
CC(=O)Nc1cc(NC(=O)C2C3C=CC(C3)C2C(=O)O)ccc1Cl (stereo unspecified)	-2	-5	1	·	-12	-1	·
O=C(O)c1ccc(Nc2nc3c(s2)CCCC3)cc1	·	·	·	1	-4	·	-1
Cc1ccc(CNc2cccnc2)cc1	-2	-3	-4	1	8	58*	-6
CCCCC(=O)N(C)c1c(CC)nc2c(OCC(=O)N(C)C)cccn12	1	1	-3	-1	·	-6	0
CCOC(=O)C1Cn2c(nc3c(c2=O)C(C)(C)Cc2ccccc2-3)S1 (stereo unspecified)	-2	14	13	·	-2	-3	·

The list continues:
SMILES	Cneo AK release	Statin myotox sup	miR-122 sensor	ERp5 inh	ARNT TACC3 PPI	esBAF inh	SIRT5 block
CC1=NN(C(N)=S)C(=O)C1N=Nc1cccc(Cl)c1 (stereo unspecified)	1	-10	·	0	2	?	-4
COc1ccc(S(=O)(=O)Nc2ccc(N3CCOCC3)cc2)cc1[N+](=O)[O-]	5	0	-2	-1	5	3	-2
O=C(C[C@H]1CC[C@@H](NS(=O)(=O)c2ccc(F)cc2)[C@@H](CO)O1)NCCN1CCCCC1	1	-2	·	-2	·	-3	2
CCN1C(=NCCCOC(C)C)N[C@@H](c2ccccc2)[C@H](C(=O)OC)[C@H]1C	8	11	-4	-5	7	4	·
CC(C)CN1CCC(=O)N(CCO)CC1	-2	-3	-5	·	-7	-2	·
CN1CC(c2ccccc2)C2(COc3ccccc3C2=O)C12C(=O)Nc1ccccc12 (stereo unspecified)	13	-8	85	·	0	6	·
O=C(O)CCN=CC1=C(O)CC(c2ccccc2)CC1=O (stereo unspecified)	-3	4	·	2	-1	0	-4
OCCN1CCN(c2nc(-c3ccccc3O)nc3ccccc23)CC1	-1	5	-7	3	14	-7	5
O=C(c1ccco1)N1CCN(C(=S)Nc2ccccc2C(F)(F)F)CC1	-2	6	2	4	35	-1	-1
Cc1cc2c(c(=O)n1Cc1ccccn1)C(c1ccc3c(c1)OCO3)C(C#N)=C(N)O2 (stereo unspecified)	0	11	4	·	-4	6	·
OC[C@@H]1[C@@H](c2ccc(C#CC3CCCC3)cc2)[C@H]2CN(CCC(F)(F)F)CCCCN12	10	-2	-4[16.7 µM]	-2	10	4	-2
C[C@@H]1CCCCO[C@@H](CN(C)Cc2ccc(Cl)c(Cl)c2)[C@H](C)CN([C@@H](C)CO)C(=O)c2cc(NS(=O)(=O)c3cn(C)cn3)ccc2O1	1	·	-5[16.7 µM]	-7	7	9	10
CCn1cc(C(=O)NCCc2ccccc2)c(=O)c2cc(F)c(N3CCN(C)CC3)cc21	0	-30	-4	·	24	24	·
CCOC(=O)C1(CCc2ccccc2)CCN(C2Cc3ccccc3C2)CC1	-1	-14	2	-4	-11	-17	-1
O=C(NCc1ccco1)c1cc(S(=O)(=O)N2CCCc3ccccc32)ccc1Cl	-2	9	11	·	0	11	·
CCc1nn2c(NCCOC)cc(C)nc2c1-c1ccc(F)cc1	·	·	·	4	-9	·	1
Nc1ccc2nc(CCCCCCCCc3nc4ccc(N)cc4[nH]3)[nH]c2c1	·	·	·	-1	-1	·	1
CCOC(=O)N1CCN(C(=O)C2CCN(Cc3cccc(OCc4ccccc4)c3)CC2)CC1	-1	-6	-6	-1	-9	-5	-2
O=C(COc1ccccc1)Nc1cccc2c1CCCC2	·	10	1	·	-4	2	·
COc1ccc([N+](=O)[O-])cc1NC(=O)CC(c1ccccc1)c1ccccc1	-1	·	2	0	-3	·	-3
CCN1[C@@H]2c3ccc(-c4ccccc4)c(=O)n3C[C@H]1[C@H](CO)[C@H]2C(=O)NCCCN1CCOCC1	-4	-44	·	-1	2	-6	-4
COc1ccc(-c2ccc(C(=O)Nc3ccc(C(C)C)cc3)c3occc23)c(C)c1	1	-6	0	2	·	-4	-2
CCO[C@H]1OC(C(=O)NC2CC2)=C[C@@H](c2coc3ccccc3c2=O)[C@@H]1CCCO	-3&1	2	0	1&10	2&0	5	-2&0
CCOc1ccc(C(=O)CN2CCN(S(=O)(=O)c3ccc(F)cc3)CC2)cc1	4	15	-2	·	1	-1	·
CO[C@H]1CN(C)C(=O)c2cc(NC(=O)Nc3c(C)noc3C)ccc2OC[C@@H](C)NC[C@H]1C	-2	11	-11[16.7 µM]	0	0	0	2

Some of these compounds in order of their number in miR-122 sensor, high to low.
canonical_smiles	miR-122 sensor	ERp5 inh	ARNT TACC3 PPI	esBAF inh	SIRT5 block
COc1cccc(S(=O)(=O)N(C)C[C@H]2OCc3cnnn3CCCC(=O)N([C@H](C)CO)C[C@@H]2C)c1	4	7&-3	-1	0&-1&3	-4&6
CCN1C(=NCCCOC(C)C)N[C@@H](c2ccccc2)[C@H](C(=O)OC)[C@H]1C	-4	-5	7	4	·
CC(C)CN1CCC(=O)N(CCO)CC1	-5	·	-7	-2	·

New compounds follow
SMILES	Cneo AK release	Statin myotox sup	miR-122 sensor	ERp5 inh	ARNT TACC3 PPI	esBAF inh	SIRT5 block
COc1ccc(S(=O)(=O)Nc2ccc3c(c2)C(=O)N([C@@H](C)CO)C[C@@H](C)[C@H](CN(C)C(=O)Nc2ccccc2)OCCCC[C@@H](C)O3)cc1	-1	8	40[16.7 µM]	13	39	-2	-1
O=c1c2cn(Cc3ccccc3)c3ccccc3c-2nn1Cc1ccc(F)cc1Cl	2	10	1	-1	-11	-2	-2
CSc1ccc(/C=N/NC(=O)c2ccc3nc[nH]c3c2)cc1	-5	-4	8	2	·	30	·
Cc1ccc(-c2nc(CS(=O)CC(=O)NCc3ccc(Cl)cc3)c(C)o2)cc1 (stereo unspecified)	0	4	-3	3	-6	0	-1
Cc1nn(-c2ccccc2)c(Cl)c1C(=O)OC(C)C(=O)NC(=O)NC1CCCCC1 (stereo unspecified)	0	14	0	·	-21	-13	·
C[C@@H](NC(=O)C[C@@H]1CC[C@@H]2[C@H](COC[C@H](O)CN2Cc2ccc(C(F)(F)F)cc2)O1)c1ccccc1	2	?	3[16.7 µM]	4	-8	-1	14
CCCOc1ccc(C(C)=O)cc1CSc1nc(O)cc(=O)[nH]1	0	-11	-3	·	1	3	·
COCC(=O)Nc1ccc2c(c1)C(=O)N(C)C[C@@H](OC)[C@H](C)CN(CC1CC1)[C@@H](C)CO2	4	-1	·	-2	-7	1	0
CN(C)c1cccc(CNC(=O)c2csc([C@@H]3O[C@H](CO)[C@@H](O)[C@H]3O)n2)c1	-1	-2	-4	2	·	-4	·
CSc1ccc(S(=O)(=O)N2CCC(C(=O)Nc3ccc(C(N)=O)cc3)CC2)cc1	0	3	1	-3	-6	-3	-10
CN(C)c1ccc(P(=O)(OC2CCCCC2)C(Nc2ccccc2)c2cccnc2)cc1 (stereo unspecified)	0	·	-4	-1	·	·	-2
CCOC(=O)c1c(C)[nH]c(C)c1C(=O)COC(=O)[C@@H]1CCCN1S(=O)(=O)c1ccc(Cl)cc1	0	0	-3	-3	-2	-6	15
CO[C@@H]1CN(C)C(=O)c2cc(NC(=O)C3CCOCC3)ccc2OC[C@H](C)N(C)C[C@H]1C	-8	-7	1[16.7 µM]	2	-8	-1	-7
COc1ccc(CNC(=O)c2coc(=O)c3ccccc23)c(OC)c1	6	9	-1	6	-1	-1	-2
FC(F)(F)c1nc(SCc2ccccc2)n[nH]1	1	-6	0	-2	-1	0	0
COc1ccc(-n2ncc3c2CC(C)(C)CC3NC(=O)CN2CCOC2=O)cc1 (stereo unspecified)	2	12	0	-1	-4	-9	2
O=C(Nc1cc(Cl)cc(Cl)c1)C1CCCC1	2	6	32	1	-3	1	-1
CCOc1cc2[nH]c(=S)n(Cc3ccc(C(=O)NCC(OC)OC)cc3)c(=O)c2cc1OCC	0	4	-10	·	-11	-4	·
COc1ccc(S(=O)(=O)N2CCCC2CNC(=O)C(=O)NCc2ccccc2Cl)cc1 (stereo unspecified)	·	-4	-12	1	0	11	0
COc1ccc(CNS(=O)(=O)c2ccc(F)cc2Br)cc1	0	12	-4	3	-6	-2	-3
C(=C\c1nnc(-c2cccs2)o1)/c1ccccc1	-7	2	-2	-10	2	7	0
COc1ccc(NC(=O)Nc2ccc3c(c2)C(=O)N([C@H](C)CO)C[C@@H](C)[C@@H](CN(C)Cc2ccc(Oc4ccccc4)cc2)O3)cc1	5	-40	14[16.7 µM]	0	-3	-6	1
O=C(O)c1csc(-c2ccccc2)n1	-3	3	-2	-6	-6	-1	-3
COc1ccc(S(=O)(=O)N(C)C[C@H]2Oc3ccc(NC(=O)c4ccncc4)cc3CC(=O)N([C@H](C)CO)C[C@H]2C)cc1	1	1	-9[16.7 µM]	-4	0	0	13
COCCn1c(C)cc(C(=O)COC(=O)CNC(=O)c2ccccc2)c1C	·	·	·	1	-1	·	2

Source: PubChem (Broad Institute)
